# Bioassay records as filed in PubChem.
# PP5 inh – PP5 phosphatase inhibitors, primary screen, biochemical, fluorescence; purified PP5c, OMFP substrate fluorescence; inhibition, % at 6.7 µM; AID 1987, 2009; 320,000 compounds, 0.18% hits;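 active = inhibition above the campaign's mean inhibition across all tested compounds plus 3 SD, cut at about 9.5% in these data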;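 also: 0% = DMSO only and 100% = 100 µM cantharidin control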
# HCV core dimer – inhibitors of HCV core protein dimerization, primary screen, biochemical, TR-FRET, high-throughput. inhibition, % at 5 µM. AID 1899, 2009. TR-FRET GST/Flag-core106 dimerization, 1536-well. 300,000 compounds, 0.33% hits;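 active = inhibition above the mean of all tested compounds plus 3 SD, set per screening campaign, cut at about 45% in these data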
#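 Material: Tagged HCV core106 pair (GST and Flag) | Amount: GST-core106 13.5 nM, Flag-core106 17 nM | Medium: KF-containing HEPES buffer, pH 7.45, DTT, CHAPS, BSA | Reagent: Eu donor and XL665 acceptor anti-tag antibodies | Schedule: 4 h at 22.5 °C | Technique: Time-resolved FRET, ex 340 nm, em 617 and 671 nm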
# CTSL1 counter – Fasciola hepatica cathepsin L1 inhibitors, primary screen, counter-screen for PFM18AAP inhibitor project, biochemical, QFRET, fluorogenic peptide substrate | recombinant F. hepatica cathepsin L1, Z-Leu-Arg-MCA fluorescence | inhibition, % at 5.96 µM | 300,000 compounds, 0.49% hits;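 active = inhibition above the mean of all tested compounds plus 3 SD, set per screening campaign, cut at about 17% in these data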;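 also: 0% = plate median of test compound wells and 100% = 1 µM Z-Phe-Ala-diazomethylketone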
# TPT1 inhibitor – Candida albicans TPT1 enzyme inhibitors, primary screen, biochemical, fluorescence polarization | recombinant caTPT1, FP RNA substrate dephosphorylation | inhibition, % at 5 µM | 300,000 compounds, 0.81% hits | AID 1962, 2009;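 active = inhibition above the mean of all tested compounds plus 3 SD, set per screening campaign, cut at about 24% in these data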;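 also: plate controls were DMSO alone for no effect and ferristatin control at 100 nM for full effect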
# PP1 counter – PP1-alpha phosphatase inhibitors, primary screen, counter-screen for PP5 inhibitor project, biochemical, fluorescence, OMFP substrate, single point | purified PP1alpha | Serine/threonine-protein phosphatase PP1-alpha catalytic subunit (Homo sapiens), P62136 | inhibition, % at 6.7 µM | 320,000 compounds, 0.9% hits | AID 2235, 2010;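 active = inhibition above the mean inhibition of all tested compounds plus 3 SD, computed separately for each screening campaign, cut at about 15% in these data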
# Target sequence (P62136 whole entry, looked up): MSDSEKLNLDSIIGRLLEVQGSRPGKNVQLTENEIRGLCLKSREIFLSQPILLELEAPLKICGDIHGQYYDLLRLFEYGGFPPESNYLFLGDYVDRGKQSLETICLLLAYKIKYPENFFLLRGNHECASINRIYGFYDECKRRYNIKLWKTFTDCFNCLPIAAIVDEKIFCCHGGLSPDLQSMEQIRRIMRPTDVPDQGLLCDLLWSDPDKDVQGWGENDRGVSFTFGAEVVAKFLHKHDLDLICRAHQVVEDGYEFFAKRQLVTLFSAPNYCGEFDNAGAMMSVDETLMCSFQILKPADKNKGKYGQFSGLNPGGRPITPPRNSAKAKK
# Yeast superoxide – reduction of superoxide in aged yeast, primary screen, HTS. S. cerevisiae aged cells, superoxide DHE fluorescence; hits give low values. superoxide response (% of plate mean), % at 10 µM. AID 2690, 2010. 330,000 compounds, 0.18% hits;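 active = superoxide response under a set limit, about three screen SD below normal, cut at about 65% in these data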;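 also: yeast aged for seven days with compound at 30 °C before DHE staining; 100% = average MFI of all compound-treated wells on the plate with controls excluded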
# ZTA counter – blocks Epstein-Barr virus ZTA, an EBNA-1 counter-screen. 320,000 compounds, 0.15% hits. inhibition, % at 11 µM. P03206. ZTA-DNA binding, fluorescence polarization; in the data active = inhibition above about 33%
# Target sequence (P03206 whole entry, looked up): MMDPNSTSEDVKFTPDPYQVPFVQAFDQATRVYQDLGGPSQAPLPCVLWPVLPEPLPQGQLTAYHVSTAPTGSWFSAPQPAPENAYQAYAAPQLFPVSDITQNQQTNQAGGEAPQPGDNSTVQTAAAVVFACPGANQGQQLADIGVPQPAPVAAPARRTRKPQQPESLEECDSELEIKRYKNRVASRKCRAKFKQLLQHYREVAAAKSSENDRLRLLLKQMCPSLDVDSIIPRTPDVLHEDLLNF
# GASC-1 inh – inhibitors of GASC-1 histone demethylase, primary screen, biochemical, fluorescence, DELFIA europium | inhibition, % at 2.35 µM | 330,000 compounds, 0.069% hits | GST-JMJD2C(1-420) H3K9me3 demethylation | AID 2099, 2009;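 active = more than half of a compound's replicate wells show inhibition beyond 50%, single wells judged on their own value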;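 also: signal counts dimethyl H3K9 product captured on neutravidin plate; 0% = median of DMSO wells and 100% = 0.3 times that DMSO median; strong numbers were not always called active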
# Target sequence (Q9H3R0 1-420 limits assumed): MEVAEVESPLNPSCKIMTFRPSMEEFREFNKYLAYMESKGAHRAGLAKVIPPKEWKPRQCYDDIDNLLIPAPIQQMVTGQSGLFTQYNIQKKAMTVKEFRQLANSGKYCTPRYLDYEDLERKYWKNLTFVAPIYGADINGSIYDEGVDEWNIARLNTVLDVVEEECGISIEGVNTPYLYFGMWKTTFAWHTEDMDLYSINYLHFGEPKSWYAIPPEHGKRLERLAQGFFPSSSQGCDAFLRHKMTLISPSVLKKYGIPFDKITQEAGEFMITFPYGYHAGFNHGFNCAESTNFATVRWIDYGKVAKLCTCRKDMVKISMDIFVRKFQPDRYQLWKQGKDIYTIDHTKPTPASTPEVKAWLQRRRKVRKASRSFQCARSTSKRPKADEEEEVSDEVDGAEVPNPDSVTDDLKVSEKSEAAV
# EBNA-1 inhibitor – EBNA-1 DNA-binding inhibitors, primary screen, biochemical, fluorescence polarization; inhibition, % at 14.8 µM; 300,000 compounds, 0.34% hits; AID 1950, 2009; in the data active = inhibition above about 28%
# * marks the source's active call; other numbers are inactive results; · = no result given.
SMILES,PP5 inh,HCV core dimer,CTSL1 counter,TPT1 inhibitor,PP1 counter,Yeast superoxide,ZTA counter,GASC-1 inh,EBNA-1 inhibitor
CCOC(=O)c1cccc(NC(=O)CSc2nnc(C3CCCCC3)n2C)c1,2.6,2,-1,-1,1,90,-13,0,2
CC(C)Cn1c(SCC(=O)N2CCCc3ccccc32)nc2ccccc2c1=O,2.9,6,1,-3,5,109,18,-2,16
CC(=O)c1c(O)cc(=O)n(-c2ccccc2)c1-c1ccc(C)cc1,0.9,2,3,1,-3,100,6,-7,-7
CNC(=O)COC(=O)c1cc(-c2ccccc2)nn1-c1ccccc1,0.6,-4,-1,0,-4,116,-5,0,-6
CCc1ccccc1NC(=O)C1COc2ccccc2O1 (centres undefined),-10,-6,9,1,1,100,6,-3,0
O=C(c1ccccc1)C(Cn1cncn1)C(Sc1ccccc1)c1ccccc1 (centres undefined),2.9,10,2,0,9,97,8,7,-9
COC(=O)c1cccc(NC(=O)/C=C/c2ccc([N+](=O)[O-])cc2)c1,0.7,0,2,22,1,107,-10,-5,4
N#CCOc1coc(CN2CCN(c3ccccc3)CC2)cc1=O,1.3,-1,0,-1,2,105,-6,8,-8
COc1ccccc1NC(=O)Cn1ccn(-c2cccc3ccccc23)c(=O)c1=O,-0.5,6,2,-1,-1,79,-6,10,8
COc1ccccc1N1CCN(Cc2ccc(-c3ccccc3[N+](=O)[O-])o2)CC1,4.2,-5,4,-5,3,99,-8,58,1
CN1/C(=C\C(=O)COC(=O)c2ccco2)C(C)(C)c2ccccc21,0.3,1,-4,5,-1,106,-10,86,2
COCCCN(Cc1ccco1)C(=O)Cn1ncc2c(=O)oc3ccc(C)cc3c21,-0.2,0,2,-2,1,95,-16,4,-3
Cc1cccn2c(=O)c(C=O)c(N3CCCCC3)nc12,0.9,-4,2,0,5,108,7,1,7
COc1cccc(-c2ccc(C#N)c(SCC(=O)NCCc3cccc(Cl)c3)n2)c1,1.4,14,2,2,-5,113,-4,0,20
c1ccc(-n2nnnc2N2CCOCC2)cc1,-2.1,2,1,1,-5,109,1,·,5
CCOc1ccc(C2CC(=O)NC(SCC(=O)OC)=C2C#N)cc1 (centres undefined),0.2,0,3,-1,-4,98,2,-10,-2
CN(Cc1nc(-c2ccncc2)no1)S(=O)(=O)c1ccc(Br)cc1,1.0,-3,-1,-6,2,106,-12,10,0
Cc1ccc(C)n1/N=C1/NC(=O)CS1,-1.9,10,-2,1,10,99,6,-5,12
CCCCOc1ccc(-c2nnc(-c3ccncc3)o2)cc1,2.9,3,3,-1,5,97,-15,-8,-17
O=C(O)c1cc(S(=O)(=O)NCCN2CCNC2=O)ccc1O,3.8,11,0,-3,-5,99,0,2,2
Cc1ccc(NC(=O)CSc2nc(N)cc(=O)[nH]2)cc1S(=O)(=O)N1CCOCC1,0.3,0,-7,0,-5,84,-13,4,-20
O=C(CC1C(=O)NCCN1Cc1ccccc1C(F)(F)F)NC1CCCCC1 (centres undefined),1.9,1,1,-1,-5,91,-9,-8,-2
COc1ccccc1N1Cc2ccc(OC)c(OC)c2C1=O,1.8,-3,-4,-2,5,102,4,-3,-6
CCn1c(N)c(C(=O)NCCOC)sc1=S,0.7,5,-3,-1,0,110,-8,2,-19
O=C(O)CSc1nnc(-c2ccncc2)n1CCc1ccccc1,3.6,-1,-3,0,-2,109,16,10,-5
Cc1nnsc1NC(=O)OCC(C)(C)C,2.4,-6,0,2,-7,99,-6,-10,-3
O=C(Nc1ccnc(-c2ccncc2)n1)c1ccccc1Cl,2.4,3,3,2,-1,100,-3,4,2
Cc1c(C#N)c2ccccc2n1CC(=O)NCc1ccccc1,1.6,-1,-4,-2,-1,101,9,-6,14
CC(C)C(C(=O)Nc1nccs1)c1ccccc1 (centres undefined),-0.9,-4,-2,-7,-1,92,-10,-6,-3
COc1ccc(NC(=O)COC(=O)C2CCN(S(=O)(=O)c3ccccc3)CC2)cc1Cl,0.8,0,-5,-1,-5,101,2,-1,-2
O=C(OCc1csc(-c2ccccc2)n1)C1=NN(c2ccccc2)C(=O)CC1,1.0,·,·,·,-1,90,-18,11,·
O=C(CNC(=S)N(CCCN1CCOCC1)Cc1cccs1)N1CCCC1,2.0,0,2,-1,-4,106,13,-17,0
COc1ccc(OCC(=O)OCC(=O)NC2CC2)cc1,0.9,·,·,·,-6,86,20,5,·
CCOC(=O)CSc1nc2c(c(=O)[nH]c(=O)n2C)n1C/C=C(/C)Cl,0.7,-3,1,-1,0,85,-7,6,2
Cc1ccccc1CN1[C@@H](Cc2ccccc2)COCCS1(=O)=O,1.1,-3,3,2,-1,·,-10,-2,-13
Cc1onc(-c2c(Cl)cccc2Cl)c1C(=O)N/N=C(\N)COc1ccc(Cl)cc1,12*,4,2,2,14,84,9,0,-6
O=C(NCc1ccco1)C1CCCN(S(=O)(=O)c2ccc(Br)cc2)C1 (centres undefined),-3.1,4,2,4,-1,100,10,-12,8
CCCCCCCC(=O)Nc1cc(C(=O)NCc2ccc(C)cc2)ccc1N1CCC2(CC1)CC(c1ccccc1)=NO2,-2.3,-12,-2,1,-8,116,1,1,7
CCCCn1c(O)c(/C=C2\C=Nc3ccccc32)c(=O)[nH]c1=O,2.9,1,0,30*,4,107,-7,8,-1
O=C(C1CCN(c2nc3nonc3nc2N2CCCCC2)CC1)N1CCOCC1,-0.4,0,0,1,-5,101,-26,5,1

# Given with bars between the fields: 4 of the compounds above
Structure | PP5 inh | HCV core dimer | CTSL1 counter | TPT1 inhibitor | PP1 counter | Yeast superoxide | ZTA counter | GASC-1 inh | EBNA-1 inhibitor
CN1/C(=C\C(=O)COC(=O)c2ccco2)C(C)(C)c2ccccc21 | 0.3 | 1 | -4 | 5 | -1 | 106 | -10 | 86 | 2
COCCCN(Cc1ccco1)C(=O)Cn1ncc2c(=O)oc3ccc(C)cc3c21 | -0.2 | 0 | 2 | -2 | 1 | 95 | -16 | 4 | -3
Cc1cccn2c(=O)c(C=O)c(N3CCCCC3)nc12 | 0.9 | -4 | 2 | 0 | 5 | 108 | 7 | 1 | 7
COc1cccc(-c2ccc(C#N)c(SCC(=O)NCCc3cccc(Cl)c3)n2)c1 | 1.4 | 14 | 2 | 2 | -5 | 113 | -4 | 0 | 20

# PP5 inh: hit marks shown above
SMILES | PP5 inh | HCV core dimer | TPT1 inhibitor | GASC-1 inh | EBNA-1 inhibitor
Cc1onc(-c2c(Cl)cccc2Cl)c1C(=O)N/N=C(\N)COc1ccc(Cl)cc1 | 12* | 4 | 2 | 0 | -6

# Next compounds:
SMILES,PP5 inh,HCV core dimer,CTSL1 counter,TPT1 inhibitor,PP1 counter,Yeast superoxide,ZTA counter,GASC-1 inh,EBNA-1 inhibitor
O=C(Nc1ccc(F)cc1)c1ccc(CSc2ccccc2)o1,1.2,0,1,6,0,90,15,13,1
CCOCCCNCc1ccc(OC)c(OC)c1,3.5,1,0,-1,-2,100,-4,-2,4
CS(=O)(=O)c1nc(S(=O)(=O)c2ccc(Cl)cc2)c(N2CCC(O)CC2)s1,-0.2,-21,7,-1,-2,121,-18,26,1
Cn1cc(C(=O)NCc2ccc(F)cc2)c(=O)c2cc(S(=O)(=O)N3CCCCC3)ccc21,3.6,7,2,0,3,94,-12,7,-2
CCn1nc(C)c(Br)c1-c1nc(-c2cccc(C)c2)no1,1.1,-3,2,1,-3,77,4,-4,-5
CCCCn1c(N)c(N(CCOC)C(=O)C2CC(=O)N(Cc3ccco3)C2)c(=O)[nH]c1=O (centres undefined),0.8,·,·,·,-2,90,-5,0,·
CCc1ccc(/C=C(/C#N)C(N)=S)s1,2.1,-4,-6,-1,3,85,-5,11,-1
COc1ccccc1C(=O)NCCC(=O)Nc1ccc(S(=O)(=O)N2C(C)CCCC2C)cc1 (centres undefined),3.4,·,·,·,-2,97,-4,6,·
COCCOC(=O)C1=C(C)N(c2ccccc2)C(=S)NC1c1ccccc1C(F)(F)F (centres undefined),2.6,3,2,0,-2,68,2,5,-8
Cc1ccc(S(=O)(=O)Nc2ccccc2C(=O)N2CCCC2)cc1,3.5,6,2,1,-1,94,3,20,-2
Cc1ccc(C(=O)NC(=S)Nc2ccc(-c3cc4ccccc4oc3=O)cc2)c(C)c1,-1.5,16,0,0,0,102,9,-5,-8
N#Cc1ccc(Nc2ccccc2)c(N)c1,2.9,-11,-1,4,6,61*,13,-1,2
N#Cc1ncc(Cc2ccccc2)nc1C#N,-2.6,22,6,1,-3,100,4,-9,-2
Cc1ccc(F)cc1NC(=O)COC(=O)c1ccc2ncsc2c1,1.3,·,·,·,3,145,-10,0,·
Cc1ccc(S(=O)(=O)N2CCN=C2SCc2ccc(Cl)c(Cl)c2)cc1,3.5,-4,-5,-2,0,124,-2,-13,-9
COc1ccc(OC)c(-n2c(-c3ccn[nH]3)n[nH]c2=S)c1,-1.9,-1,-2,-2,-3,118,7,1,8
COc1ccc(C2NC(=S)NC(C)=C2C(=O)c2ccccc2)cc1OC (centres undefined),0.2,3,-1,0,1,102,6,1,3
Cc1nc2ccccc2c(=O)n1NC(=O)c1c(O)c2c(n(CC(C)C)c1=O)CCCC2,0.5,9,0,0,8,78,-6,-12,1
COC(=O)C1CCN(C2CC(=O)N(c3cc(C)cc(C)c3)C2=O)CC1 (centres undefined),-1.5,-8,4,-3,-1,92,0,-2,-3
COc1ccc(-c2c[n+]3c(n2-c2ccc(C)cc2)CCCCC3)cc1,0.4,1,-1,1,2,100,5,-19,3
O=c1cc2c(nn1Cc1ccc(F)cc1)-c1ccccc1CC2,1.3,6,2,-3,5,59*,23,16,-4
Cc1cc(C(=O)NNc2ccc(F)cc2F)no1,1.7,0,1,-3,0,107,1,-3,-2
O=[N+]([O-])c1cncc([N+](=O)[O-])c1Nc1cccc(O)c1,2.9,3,3,4,1,117,-19,-9,2
CCOc1ccc(C(=O)NCC(=O)OCc2cc([N+](=O)[O-])cc3c2OCOC3)cc1OCC,2.1,-13,-13,0,-4,95,-8,-3,-8
CN1CCN(C(CNS(=O)(=O)c2ccc(Br)cc2)c2ccc3c(c2)OCO3)CC1 (centres undefined),-1.1,2,-2,0,-7,103,16,-24,0
O=[N+]([O-])c1cc([N+](=O)[O-])c(Oc2ccc(Br)cc2Br)cc1NN1CCCCC1,2.6,0,-5,-6,-1,102,2,-8,5
COc1ccc(N2CC(O)=C(c3nc(C)cs3)C2=N)cc1,0.6,-6,-2,0,-3,84,-5,-2,9
COc1ccc(NC(=O)c2cc3ccccc3cc2OC)cc1,2.2,11,0,1,11,103,-5,24,-2
CC/C(=N\NC(=O)CSc1ncccn1)c1ccc2c(c1)OCCO2,-1.2,0,1,1,-3,103,5,2,5
CCN1CCN(C(=O)CCS(=O)(=O)c2cc3c(cc2Cl)NC(=O)CO3)CC1,0.5,4,0,-6,4,111,2,2,12
CC(C)[C@H](NC(=O)OCc1ccccc1)C(=O)OCC(=O)NC1(C#N)CCCC1,3.0,-16,-23,-1,-2,95,-22,7,-4
COc1ccc(-c2ccc(C3C(C#N)=C(N)Oc4n[nH]c(C)c43)o2)cc1 (centres undefined),4.1,2,1,111*,4,110,-8,7,-11
COc1ccc(OC(C)C(=O)N2CCOCC2)cc1 (centres undefined),1.7,0,-3,-3,-5,96,-11,0,0
Cc1ccc(C(C(=O)NC2CCCCC2)N(C(=O)c2csnn2)C2CC2)o1 (centres undefined),0.3,-8,1,-2,-3,102,-13,-3,-3
